# Source: PubChem (National Center for Advancing Translational Sciences (NCATS))
# TRPV1 agonist: HTS Assay for Compounds that Act as Agonists of the Vanilloid Receptor 1. Transient receptor potential cation channel subfamily V member 1 (Homo sapiens), Q8NER1. TRPV1-expressing cells, Fluo-8 calcium influx, agonist mode. activation, % at 8.33 µM. 320,000 compounds, 0.19% hits. AID 540275, 2011; in the data active = activation above about 80%; inconclusive = between about 30% and that limit; note: 0% is about no effect
#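 Fluo-8 calcium influx in TRPV1-expressing cells, kinetic read (ex 480/em 520 nm). Compound added and read 3 min for agonist activity, followed by capsaicin at EC20 final and 2 min further read for enhancement.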
# ELG1 genotoxic: qHTS screen for small molecules that induce genotoxicity in human embryonic kidney (HEK293T) cells expressing luciferase-tagged ELG1. Potency, µM (top dose mostly 46 µM), for the others: at the highest dose activity change, positive = activation, usual class: activators. AID 504466, 2011. HEK293T ELG1-luciferase reporter, luminescence, 16 h. 330,000 compounds, 1.3% hits; note: potency is the fitted concentration of half-maximal effect; % of control where 0% means no effect; nearly all actives have a fitted effect of over 60% in size
#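 ELG1-luciferase HEK293T cells, 2,000/well; compound pinned in; 16 hr, 37 °C, 5% CO2; ONE-Glo, 30 min RT; luminescence on CCD imager.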
# BRCA1 expr up: qHTS Assay to Identify Small Molecule Activators of BRCA1 Expression. AID 624202, 2012. MCF7-BRCA1-FFLuc reporter, luminescence, 48 h; response scale: scaled: vehicle 0%, 10 µM genistein 100%. 380,000 compounds, 1.1% hits. Potency, µM (doses to about 46.1 µM), for inactives: at the top dose activation, actives largely listed as activators; note: potency is the fitted concentration of half-maximal effect; nearly all actives have a fitted effect of over 80% in size; some results filed as inactive show a strong effect at the top dose
#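 Reporter cells (MCF7, BRCA1 promoter-firefly luciferase) received library compounds across a concentration series for 48 h. End-point luminescence was measured and concentration-effect curves derived after normalization.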
# FLuc modulator: qHTS profiling assay for firefly luciferase inhibitor/activator using purifed enzyme and Km concentrations of substrates (counterscreen for miR-21 project) | Luciferin 4-monooxygenase (Photinus pyralis), P08659 | purified FLuc, Km substrates, luminescence inhibition | Potency, µM (titrated, usually from 57.5 µM), inactives show top-dose activity change, negative = inhibition, hits mostly inhibitors | 360,000 compounds, 6.9% hits | AID 588342, 2011;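 note: potency is the fitted concentration of half-maximal effect; plate controls were vehicle for no effect and reference inhibitor for full effect; nearly all actives have a fitted effect of over 55% in size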
# Target sequence (P08659 whole entry, looked up): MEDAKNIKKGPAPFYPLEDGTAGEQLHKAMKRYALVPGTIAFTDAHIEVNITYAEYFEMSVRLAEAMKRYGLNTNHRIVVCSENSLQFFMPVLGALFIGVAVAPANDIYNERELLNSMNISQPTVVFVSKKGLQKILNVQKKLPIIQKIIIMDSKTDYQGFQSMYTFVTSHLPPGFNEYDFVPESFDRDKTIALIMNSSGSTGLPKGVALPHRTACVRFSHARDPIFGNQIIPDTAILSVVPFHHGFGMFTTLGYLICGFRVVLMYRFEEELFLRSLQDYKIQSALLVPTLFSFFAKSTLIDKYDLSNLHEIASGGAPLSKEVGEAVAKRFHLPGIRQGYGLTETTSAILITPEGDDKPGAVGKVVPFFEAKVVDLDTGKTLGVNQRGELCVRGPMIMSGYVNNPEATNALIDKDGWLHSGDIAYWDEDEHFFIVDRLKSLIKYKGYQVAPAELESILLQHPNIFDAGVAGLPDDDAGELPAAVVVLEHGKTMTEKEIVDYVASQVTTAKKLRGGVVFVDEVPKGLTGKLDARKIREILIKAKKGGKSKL
#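 Biochemical qHTS of compounds, final roughly 60 µM downward over six points, against 10 nM purified firefly luciferase using Km concentrations of substrates (10 uM D-luciferin, 10 uM ATP) in Tris acetate pH 7.5 buffer; luminescence output.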
# p53 reactivation: qHTS assay for re-activators of p53 using a Luc reporter. H1299 p53-A138V BP100-luciferase reporter, luminescence, 24 h. Potency, µM (doses to about 92.2 µM), for inactives: top-dose activity change, positive = activation, usual class: activators. 320,000 compounds, 0.063% hits. AID 504706, 2011; note: potency is the fitted concentration of half-maximal effect; % of control where 0% means no effect; nearly all actives have a fitted effect of over 45% in size
#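 p53-null H1299 cells stably carrying temperature-sensitive p53-A138V and a BP100-luciferase reporter were pinned with compounds (4-point, 1:5 series) and held 24 hrs at 37 deg C. Luminescence was read 10 min after detection reagent.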
# Rab9 promoter act: qHTS Assay for Rab9 Promoter Activators | 320,000 compounds, 2.8% hits | AID 485297, 2010 | Potency, µM (top dose mostly 9.22 µM), without a hit: at the highest dose activation, negative = inhibition, usual class: activators | Huh7 Rab9 promoter-luciferase reporter, luminescence, 24 h; note: potency is the fitted concentration of half-maximal effect; % of control where 0% means no effect; nearly all actives have a fitted effect of over 60% in size
#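 Steps: seed 1500 Huh7 Rab9-luc cells per well, rest 2 h at 37 °C; add compound in DMSO; incubate 24 h; add luciferase reagent, 10 min ambient; read luminescence.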
# VP16 counter: VP16 counterscreen qHTS for inhibitors of ROR gamma transcriptional activity; Drosophila S2 Gal4-VP16 UAS-luciferase, luminescence, 20 h; Potency, µM (series often up to 53.6 µM), without a hit: at the top dose activity, negative = inhibition, most hits filed as inhibitors; 310,000 compounds, 3.5% hits; AID 2546, 2010;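 note: Gal4-VP16 expression switched on by copper sulfate through the metallothionein promoter; potency is the fitted concentration of half-maximal effect; % is set by controls: 0 for no effect and ±100 for the full control effect; nearly all actives have a fitted effect of over 50% in size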
# NPC1 promoter act: qHTS Assay for NPC1 Promoter Activators; Huh7 NPC1 promoter luciferase reporter, 24 h; Potency, µM (series often up to 9.22 µM), without a hit: at the top dose activation, usual class: activators; 320,000 compounds, 2.4% hits;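 note: potency is the fitted concentration of half-maximal effect; % of control where 0% means no effect; nearly all actives have a fitted effect of over 60% in size; reporter is driven by a mutant NPC1 promoter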
#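 Luminescence from an NPC1 promoter-driven luciferase reporter in stably transfected Huh7 cells was measured after 24 h compound treatment at 37 °C, followed by 10 min ambient incubation with luciferase detection reagent.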
# ELG1 DNA repair: qHTS screen for small molecules that inhibit ELG1-dependent DNA repair in human embryonic kidney (HEK293T) cells expressing luciferase-tagged ELG1; HEK293T ELG1-luciferase reporter, luminescence, 16 h; DNA damage induced by 5-fluorouridine; Potency, µM (titrated, usually from 46.1 µM), for the others: at the highest dose activity change, negative = inhibition, most hits filed as inhibitors; 330,000 compounds, 2.3% hits; note: potency is the fitted concentration of half-maximal effect; % is set by controls: 0 for no effect and ±100 for the full control effect; nearly all actives have a fitted effect of over 55% in size
#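 Step one: seed 2,000 cells per well. Step two: pin-transfer compound or DMSO alongside 5-fluorouridine. Step three: incubate 16 hr, 37 °C, 5% CO2. Step four: add ONE-Glo, wait 30 min, read luminescence.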
# RORg inh: qHTS for inhibitors of ROR gamma transcriptional activity. 310,000 compounds, 5.4% hits. Potency, µM (titrated, usually from 53.6 µM), for the others: top-dose activity change, negative = inhibition, hits mostly inhibitors. Drosophila S2 Gal4-RORgamma UAS-luciferase reporter, 20 h; note: potency is the fitted concentration of half-maximal effect; % is set by controls: 0 for no effect and ±100 for the full control effect; nearly all actives have a fitted effect of over 60% in size
# Target sequence (P51450 whole entry, looked up, the tested form may be a part): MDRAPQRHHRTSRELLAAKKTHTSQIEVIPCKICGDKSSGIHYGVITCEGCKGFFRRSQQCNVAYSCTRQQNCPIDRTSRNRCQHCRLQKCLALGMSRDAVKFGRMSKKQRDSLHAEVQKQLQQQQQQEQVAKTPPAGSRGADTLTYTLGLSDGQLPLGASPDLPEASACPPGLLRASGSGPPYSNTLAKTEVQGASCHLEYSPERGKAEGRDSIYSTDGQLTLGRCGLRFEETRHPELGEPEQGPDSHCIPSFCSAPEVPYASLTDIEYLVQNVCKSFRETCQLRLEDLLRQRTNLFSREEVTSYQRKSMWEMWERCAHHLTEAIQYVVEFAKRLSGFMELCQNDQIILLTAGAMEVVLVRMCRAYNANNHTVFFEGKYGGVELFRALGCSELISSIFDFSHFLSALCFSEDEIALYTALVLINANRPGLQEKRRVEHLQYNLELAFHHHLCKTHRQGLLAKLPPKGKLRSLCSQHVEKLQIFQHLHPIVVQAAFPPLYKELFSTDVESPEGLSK
#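 Drosophila Schneider cells stably carrying a metallothionein-driven Gal4 DBD–ROR gamma fusion and a UAS-Photinus luciferase reporter were exposed to compound for 1 hr, then induced with copper sulfate (700 uM final) for 20 hr at ambient temperature before luminescence reading.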
# Tb PFK block: qHTS Assay to Find Inhibitors of T. brucei phosphofructokinase. ATP-dependent 6-phosphofructokinase (Trypanosoma brucei brucei), O15648. T. brucei PFK, ADP-Glo luminescence. Potency, µM (top dose mostly 57.5 µM), without a hit: at the top dose activity, negative = inhibition, actives largely listed as inhibitors. 330,000 compounds, 0.17% hits. AID 485367, 2010;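 note: potency is the fitted concentration of half-maximal effect; 0% = uninhibited 1x PFK enzyme wells and -100% = no-enzyme wells; nearly all actives have a fitted effect of over 60% in size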
#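 Activity is normalized to no-enzyme wells (full inhibition) and 1.25 nM enzyme wells (no inhibition). Reaction: 0.5 mM F6P, 0.1 mM ATP, 45 min RT, ADP-Glo luminescence; concentration-response curves fitted and classed by quality.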
# * marks the source's active call; other numbers are inactive results; ? = inconclusive; . = not tested or not shown; & = joins results of further samples; [ ] = dose if it differs, or a comment. Unless noted, calls come from the whole dose curve; as a rule, active = well fitted curve in the direction sought with a large enough effect; inconclusive = small, poorly fitted or top-dose-only effect, or another doubt; inactive = no such curve, though single readings can be large; an effect the other way counts as inactive or inconclusive.
SMILES	TRPV1 agonist	ELG1 genotoxic	BRCA1 expr up	FLuc modulator	p53 reactivation	Rab9 promoter act	VP16 counter	NPC1 promoter act	ELG1 DNA repair	RORg inh	Tb PFK block
O=C(COC(=O)CNC(=O)c1cccc(Br)c1)Nc1nnc(-c2ccccc2)o1	0	0%	-16%	?	-2%	-3%	.	0%	17%	.	14%
CCOC(CCNC(=O)CCC(=O)Nc1ccc2nc(N3CCN(C)CC3)cc(C)c2c1)OCC	4	0%	-20%	-2%	2%	2%	-3%	-3%	-2%	6%	-1%
COc1cccc(NC(=O)N2CCCC(C(=O)Nc3ccccc3OC)C2)c1 (stereo not given)	0	3%	5%	-2%	-3%	3%	-1%	3%	-7%	-20%	1%
CCCCC(=O)Nc1ccc(N2CCN(c3ccc(F)cc3)CC2)cc1	-4	0%	-7%	4%	23%	-2%	2%	-3%	-7%	20%	-2%
Cc1cc(NC(=O)CCC(=O)N(CC(=O)NCC2CCCO2)Cc2ccc(F)cc2)no1 (stereo not given)	-2	2%	-7%	-2%	-3%	6%	11%	-2%	-13%	-26%	2%
CC1(C)CC(=O)C2=C(C1)OC(N)=C(C#N)C2c1ccsc1 (stereo not given)	0	0%	3%	6%	1%	-8%	-7%	0%	6%	5%	-3%
C=CCOc1ccc(/C=N/N2C(=O)C(CC(=O)Nc3ccc(F)cc3F)SC2=NC)cc1 (stereo not given)	?	13%	-22%	?	-2%	14%	6%	5%	25%	-3%	-12%
COc1ccc(OCC(O)Cn2c(=N)n(CCN3CCOCC3)c3ccccc32)cc1 (stereo not given)	-2	0%	-20%	6%	-1%	8%	-10%	-3%	-20%	-2%	-2%
C=CCCCN(Cc1ccccc1)S(=O)(=O)c1ccccc1Br	2	-8%	-2%	0%	1%	-3%	?	-6%	-18%	32%&-19%	1%
O=C1C=C(c2cccc(Br)c2)C[C@@H](c2ccc(Cl)cc2)C1	.	2%	-1%	.	6%	.	.	.	7%	.	6%
COc1cc(C(C)=O)ccc1OCC(=O)OC(C)C(=O)c1ccc(F)cc1 (stereo not given)	.	1%	-9%	.	0%	.	.	.	0%	.	-2%
C/C(N)=C(/C#N)C(=O)CSc1nnc(Nc2ccccc2C)s1	2	15%	?	?	?	20%	-11%	?	26%	45%	-17%
COc1ccc(-n2cnc3cc(NCc4ccco4)ccc32)cc1	?	21µM*	8.9µM*	7.6µM*	?	?	13%	?	?	-15%	-6%
Cc1nnc(N2CCN(Cc3ccccc3)CC2)[nH]c1=O	1	0%	3%	-1%	2%	4%	-1%	-3%	1%	17%	1%
CC1Cn2c(nnc2-c2cc3ccccc3cc2O)S1 (stereo not given)	-4	-2%	-1%	-3%	-6%	2%	?	-1%	?	?	3%
CC1(C)C2([N+](=O)[O-])CN(CCO)CC1([N+](=O)[O-])CN(CCO)C2	-5	1%	8%	0%	1%	-2%	-15%	-4%	1%	-3%	1%
CC(C)C(NC(=O)OCc1ccccc1)C(=O)NCc1ccc(C(=O)O)cc1 (stereo not given)	1	1%	35%	1%	-3%	-1%	0%	1%	10%	-34%	3%
CC(=O)c1ccc(NC(=O)COC(=O)CC2CC3CCC2C3)cc1 (stereo not given)	.	-1%	30%	.	-1%	.	.	.	?	.	6%
CC(Oc1ccc(-c2nnco2)cc1)C(=O)N1CCOCC1 (stereo not given)	-4	3%	-9%	-1%	5%	-6%	.	-6%	2%	.	-4%
CCN(C(=O)CSc1nc2ccccc2n1CCc1ccccc1)C1CCS(=O)(=O)C1 (stereo not given)	4	-5%	-2%	-6%	2%	-9%	?	-1%	?	?	-11%
CC12CCC(=O)N1C(C(=O)NCCN1C(=O)S/C(=C\c3ccc(F)cc3)C1=O)CS2 (stereo not given)	4	-10%	-17%	1%	-4%	0%	.	-3%	?	.	0%
CN1CCN(C(=O)c2cc(=O)c3cc(Cl)cc(Cl)c3o2)CC1	-1	1%	-24%	-1%	-2%	-5%	-3%	-2%	0%	-1%	-5%
C[C@H](NC(=O)C1CC(=O)N(c2ccc3c(c2)OCO3)C1)C(=O)NC1CCCCC1 (stereo not given in full)	0	0%	12%	3%	10%	0%	7%	-1%	13%	-9%	0%
O=C(C1CC(=O)N(C2CCCCC2)C1)N1CCN(c2cccc(C(F)(F)F)c2)CC1 (stereo not given)	24	-2%	-37%	4%	.	-5%	.	-4%	1%	.	?
NC(Cc1c[nH]c2ccccc12)C(=O)NCc1ccccc1 (stereo not given)	19	3%	14%	-4%	-2%	9%	-15%	4%	8%	-19%	-3%
Cc1oc(-c2ccc(-c3ccccc3)cc2)nc1CN1CCN(CC(=O)N(C)C)CC1	2	?	8.9µM*	5.4µM*	-3%	?	-2%	?	?	-44%	0%
O=C(Nc1cc(Cl)ccc1F)C1=COCCO1	0	?	66%	-18%	4%	24%	.	14%	?	.	0%
Cc1cc(C)c(C#N)c(SCc2nnc(-c3ccccc3)o2)n1	14	?	-76%	3µM*	22%	-5%	?	-2%	?	?	-3%
Cc1cc2cc(C(c3nnnn3C3CCCC3)N(Cc3cccnc3)Cc3ccco3)c(=O)[nH]c2cc1C (stereo not given)	19	-27%	-71%	3%	4%	-1%	14%	-1%	18µM*	-23%	1%
Cc1ccc(C)c(-n2c(-c3csc(C)c3C)n[nH]c2=S)c1	0	2%	-10%	-1%	-15%	1%	5µM*	1%	-1%	?	-10%
CCCC(C)C(=O)Nc1ccc(NC(C)=O)cc1 (stereo not given)	-4	-6%	-5%	2%	0%	-3%	-3%	4%	3%	3%	1%
CCn1c(=O)cc(SCC(=O)N2CCN(c3ccccn3)CC2)c2ccccc21	16	?	-50%	-3%	-35%[inhibitor]	-11%	6%	-6%	-7%	-33%	1%
CCCc1cc2c(cc1NC(=O)c1ccccc1C)OCO2	10	0%	4%	2%	-4%	1%	-4%	3%	?	22%	-1%
COC(=O)C1C(=O)/C(=C/N(C)C)C(=O)CC1(C)C (stereo not given)	1	-16%	0%	3%	5%	-5%	20%	-4%	16%	-5%	0%
NC(=O)c1ccccc1NC(=O)c1ccccc1F	1	2%	48%	?	11%	4%	-6%	7%	?	20%	4%
O=C1CCC(C(=O)OCC(=O)c2c[nH]c3ccccc23)=NN1	1	0%	-24%	-5%	4%	1%	2%	-1%	?	-10%	3%
Cc1ccc(-c2ccc(=O)n(CCC(=O)N3CCN(c4ccccc4)CC3)n2)cc1	1	-4%	-24%	1%	-7%	-5%	1%	0%	?	31%	-22%
O=S(=O)(NCC(c1ccccc1)N1CCC(O)CC1)c1ccc(Cl)cc1 (stereo not given)	17	1%	5%	4%	-3%	7%	-8%	-3%	10%	5%	-7%
CCOC(=O)CN1C(=O)N[C@@H](c2ccc(Br)cc2)C(C(C)=O)=C1C	0	5%	.	-1%	8%	2%	2%&-3%	-1%	-3%	19%&31%	?
COc1ccc(OC)c(N(CC(=O)Nc2cccnc2)S(=O)(=O)c2ccccc2)c1	15	5%	-15%	6%	-7%	-2%	4%	-4%	-14%	4%	0%
Cc1csc(NC(=O)Cc2c[nH]c3ccccc23)n1	-6	?	46%	?	?	28%	3%	3%	?	?	-2%
CCOc1ccc(C(=O)Nc2nnc(C)s2)cc1OCC	-1	?	-18%	2%	-4%	3%	13%	5%	12%	-17%	-3%
COc1cccc(C(=O)/C=C/Nc2ccc(S(=O)(=O)Nc3cccc(C(C)=O)c3)cc2)c1	-1	-18%	-73%	-1%	0%	-4%	10µM*	-9%	?	15%	1%
CCc1nc2ccccc2c(C(=O)OC2CCCCC2=O)c1C (stereo not given)	23	-8%	-33%	-2%	-4%	1%	3%	-8%	?	12%	-1%
